Assay outcomes deposited in PubChem by National Center for Advancing Translational Sciences (NCATS).
TDP1 inh – inhibitors of human tyrosyl-DNA phosphodiesterase TDP1. Potency, µM (highest dose often 130 µM), inactives show at the highest dose activity change, negative = inhibition, most hits filed as inhibitors. AID 485290. recombinant TDP1, AlphaScreen DNA substrate cleavage. hit rate 0.28% among 350,000. Q9NUW8; also: nearly all actives have a fitted effect of over 40% in size
Target sequence (Q9NUW8 whole entry, looked up): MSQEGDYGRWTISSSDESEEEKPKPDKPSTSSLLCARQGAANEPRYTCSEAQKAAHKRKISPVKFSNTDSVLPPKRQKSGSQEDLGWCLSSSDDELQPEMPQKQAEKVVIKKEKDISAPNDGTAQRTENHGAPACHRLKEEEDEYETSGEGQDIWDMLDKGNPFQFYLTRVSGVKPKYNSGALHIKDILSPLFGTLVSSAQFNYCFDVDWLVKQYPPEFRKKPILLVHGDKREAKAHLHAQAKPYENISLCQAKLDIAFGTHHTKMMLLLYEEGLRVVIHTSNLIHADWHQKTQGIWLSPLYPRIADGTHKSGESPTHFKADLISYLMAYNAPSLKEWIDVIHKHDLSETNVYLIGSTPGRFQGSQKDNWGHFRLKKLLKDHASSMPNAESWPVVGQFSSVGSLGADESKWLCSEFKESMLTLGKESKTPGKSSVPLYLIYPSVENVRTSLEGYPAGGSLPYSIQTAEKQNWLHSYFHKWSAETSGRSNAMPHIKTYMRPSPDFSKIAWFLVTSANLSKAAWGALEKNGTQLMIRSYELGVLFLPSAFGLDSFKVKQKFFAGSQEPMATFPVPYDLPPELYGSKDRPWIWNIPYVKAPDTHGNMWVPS
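Recombinant E. coli-expressed Tdp1 (1 nM) preincubated with compound 15 min at RT, then 5'-biotin/3'-phosphotyrosine-FITC DNA substrate (15 nM) added for 5 min. AlphaScreen beads (10 ug/ml) added, 10 min RT; tyrosine-FITC cleavage read as signal loss.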
TDP1 cell noCPT – qHTS for Inhibitors of human tyrosyl-DNA phosphodiesterase 1 (TDP1): qHTS in cells in absence of CPT | Potency, µM (top dose mostly 46.2 µM), for inactives: top-dose activity change, negative = growth inhibition, usual class: inhibitors | hit rate 15% among 420,000 | DT40 Tdp1-/- hTDP1 cells, no CPT, ATP luminescence, 48 h | AID 686978, 2013; also: nearly all actives have a fitted effect of over 55% in size
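Chicken DT40 Tdp1-/- cells stably complemented with human TDP1 were seeded at 400 cells/well with DMSO in place of 20 nM camptothecin. After compound pinning, cells grew at least 48 hr at 37 °C; viability read by CellTiter-Glo luminescence.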
N370S GC – N370S glucocerebrosidase modulation, Gaucher chaperone candidate. N370S GC spleen homogenate, 4MU-glucoside fluorescence. Potency, µM (doses to about 59.4 µM), inactives show at the highest dose activity change, negative = inhibition, hits mostly inhibitors. hit rate 0.092% among 330,000;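 also: 0% = full enzyme activity and -100% = no enzyme basal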
Active calls of the source: *; ? = inconclusive; . = no result given; & = joins results of further samples; [ ] = dose if it differs, or a comment. Calls follow the shape of the dose curve; as a rule, active = well fitted curve in the direction sought with a large enough effect; inconclusive = small, poorly fitted or top-dose-only effect, or another doubt; inactive = no such curve, though single readings can be large; an effect the other way counts as inactive or inconclusive. Unless noted, % is scaled to controls: 0 for no effect and ±100 for the full control effect; potency is read from the fitted curve at half-maximal effect. Some of the compounds tested (hit frequency here may not be typical).

SMILES	TDP1 inh	TDP1 cell noCPT	N370S GC
CN(C(=O)c1c(Cl)cnn1C)C12CC3CC(CC(C3)C1)C2	3%	?	9%
O=C(COc1ccccc1Cl)NCC1(N2CCOCC2)CCCCC1	3%	15µM*	.
CCCCN1C=CC(=C2C(=O)c3ccccc3C2=O)C=C1	-5%	?	18%
COc1ccccc1N1CCN(C(=O)C2CCN(S(=O)(=O)c3ccc(C)cc3)CC2)CC1	7%	?	-6%
COc1cc(/C=C2\C(=N)N3N=CSC3=NC2=O)cc(Br)c1OC(=O)c1ccco1	-3%	-14%	-3%
CC(Oc1cc2oc(=O)c3c(c2cc1Cl)CCC3)C(=O)NCc1ccncc1 (stereo not given)	1%	?	4%
CCn1c(SCc2nc3ccccc3[nH]2)nnc1-c1cccs1	2%	?	9%
COc1ccc(CN2C(=O)C(Cc3ccccc3)Nc3ncnc(N4CCN(c5ccccc5)CC4)c32)cc1 (stereo not given)	2%	?	-3%
C[C@H](NC(=O)OC(C)(C)C)C(=O)N/N=C/c1cccc2nccnc12	3%	-10%	-4%
CC(OC(=O)c1cccc([N+](=O)[O-])c1)C(=O)N1CCc2ccccc21 (stereo not given)	3%	?	.
Cc1cc2c(cc1C)[n+](C)cn2CC(O)COCC1CC=CCC1 (stereo not given)	3%	1.8µM*	17%
CC1=NN(c2ccc(Cl)cc2)C(=O)C1C(c1cccc(O)c1)c1c(C)[nH]n(-c2ccc(Cl)cc2)c1=O (stereo not given)	3%	?	5%
COc1ccc(NC(=O)CN2C(=O)NC(C)(C3CC3)C2=O)cc1S(=O)(=O)N1CCOCC1 (stereo not given)	0%[56.1 µM]	20%	.
O=C(CCn1c(=O)oc2ccccc21)NCCCN1CCN(c2ccc(F)cc2)CC1	-2%	-3%	1%
COc1ccccc1/C=C/CN1CCN(Cc2ccc(C)o2)C(CCO)C1 (stereo not given)	.	?	-20%
CCc1sc(NC(=O)c2cc3ccccc3oc2=O)nc1-c1cccs1	5%	?	-5%
COc1cc(OC)c(NC2(c3ccccc3)C(=O)c3ccccc3C2=O)cc1Cl	11%	-6%	.
COc1ccccc1-c1c(C)nn2c(N3CCOCC3)cc(C)nc12	.	19%	-7%
COc1ccccc1CCc1nnc(CCC(=O)NCCCOc2cccnc2)o1	.	-4%	2%
COc1ccc(CCNC(=O)c2ccc3c(c2)NC(=O)C(CSCc2cc(C)ccc2C)N3)cc1OC (stereo not given)	6%	.	-8%
CCOc1cc(/C=C/c2cccc[n+]2C)ccc1O	.	15%	-8%
COC(=O)C(NC(=O)c1c(C)nn(C)c1Cl)c1ccccc1 (stereo not given)	2%	1%	-1%
COc1ccccc1N1CCN(C(=O)c2onc(C)c2Cl)CC1	.	?	5%
COc1ccc2sc(NC(=O)c3ccco3)nc2c1	0%	-24%	-17%
Cc1ccsc1/C=N/n1c(-c2ccccn2)n[nH]c1=S	-3%	-20%	-15%
CCOC(=O)CNC(=O)c1nn(-c2ccc(OCC)cc2)c(=O)c2ccccc12	-7%	-26%	8%
COc1ccc(OCC2CNC(=O)O2)cc1 (stereo not given)	0%	-16%	-3%
Cc1cccc(S(=O)(=O)NCCNS(=O)(=O)c2cccc(C)c2)c1	.	?	2%
O=c1c(-c2cccs2)nc2cnc(Oc3cccc(Cl)c3)nc2n1C[C@H]1CCCO1	.	?	?
CCOc1ccc(NC(=O)CN(C)C(=O)c2cn3ccccc3n2)cc1OCC	.	-2%	-4%

An excerpt from above in order of formula weight, highest first.
SMILES	TDP1 inh	TDP1 cell noCPT	N370S GC
CC1=NN(c2ccc(Cl)cc2)C(=O)C1C(c1cccc(O)c1)c1c(C)[nH]n(-c2ccc(Cl)cc2)c1=O (stereo not given)	3%	?	5%
COc1ccc(CCNC(=O)c2ccc3c(c2)NC(=O)C(CSCc2cc(C)ccc2C)N3)cc1OC (stereo not given)	6%	.	-8%
O=c1c(-c2cccs2)nc2cnc(Oc3cccc(Cl)c3)nc2n1C[C@H]1CCCO1	.	?	?
O=C(CCn1c(=O)oc2ccccc21)NCCCN1CCN(c2ccc(F)cc2)CC1	-2%	-3%	1%
COc1ccccc1CCc1nnc(CCC(=O)NCCCOc2cccnc2)o1	.	-4%	2%
COc1cc(OC)c(NC2(c3ccccc3)C(=O)c3ccccc3C2=O)cc1Cl	11%	-6%	.
CCOc1ccc(NC(=O)CN(C)C(=O)c2cn3ccccc3n2)cc1OCC	.	-2%	-4%
CCOC(=O)CNC(=O)c1nn(-c2ccc(OCC)cc2)c(=O)c2ccccc12	-7%	-26%	8%
CCc1sc(NC(=O)c2cc3ccccc3oc2=O)nc1-c1cccs1	5%	?	-5%
COc1ccccc1/C=C/CN1CCN(Cc2ccc(C)o2)C(CCO)C1 (stereo not given)	.	?	-20%
C[C@H](NC(=O)OC(C)(C)C)C(=O)N/N=C/c1cccc2nccnc12	3%	-10%	-4%
CC(OC(=O)c1cccc([N+](=O)[O-])c1)C(=O)N1CCc2ccccc21 (stereo not given)	3%	?	.
COc1ccccc1-c1c(C)nn2c(N3CCOCC3)cc(C)nc12	.	19%	-7%
COc1ccccc1N1CCN(C(=O)c2onc(C)c2Cl)CC1	.	?	5%
Cc1cc2c(cc1C)[n+](C)cn2CC(O)COCC1CC=CCC1 (stereo not given)	3%	1.8µM*	17%
COC(=O)C(NC(=O)c1c(C)nn(C)c1Cl)c1ccccc1 (stereo not given)	2%	1%	-1%
Cc1ccsc1/C=N/n1c(-c2ccccn2)n[nH]c1=S	-3%	-20%	-15%
COc1ccc2sc(NC(=O)c3ccco3)nc2c1	0%	-24%	-17%
CCOc1cc(/C=C/c2cccc[n+]2C)ccc1O	.	15%	-8%
COc1ccc(OCC2CNC(=O)O2)cc1 (stereo not given)	0%	-16%	-3%

Later entries
SMILES	TDP1 inh	TDP1 cell noCPT	N370S GC
Cc1ccoc1C(=O)NCc1occc1C(=O)O	.	-6%	10%
O=C(NCC1CCCO1)c1cccc(Oc2c(Cl)cccc2[N+](=O)[O-])c1 (stereo not given)	5%	?	-7%
O=C(CNC(=O)OCc1ccccc1)NCC(=O)N1CCCC1C(=O)OCc1ccccc1 (stereo not given)	2%	-21%	6%
CC(C)c1ccc(NC(=O)c2cccc(Br)c2)cc1	6%	?	13%
CCN(CCN1CCCC1)C(=O)c1cc(COc2ccccc2SC)on1	5%	-21%	-6%
CCOC(=O)c1c(C)c(C(=O)NC(C)COC)c(C)n1CC (stereo not given)	6%	-10%	0%
COc1ccc(NC(=S)NCCC(c2ccccc2)c2ccccc2)c(OC)c1	5%	16µM*	?
CN(C1CCCCC1)S(=O)(=O)c1ccc2c(c1)c(=O)c(C(=O)NCc1ccc(F)cc1)cn2C	-2%	-24%	.
CCN1CCCC1CNC(=O)C(=O)NC (stereo not given)	5%	-12%	5%
O=C1COc2ccc(S(=O)(=O)NCCc3ccccc3)cc2N1	-10%	-5%	-5%
CCCS(=O)(=O)N1CCCC(C(=O)NCCN(CC)CC)C1 (stereo not given)	1%	4%	3%
CCOc1ccc(N2C(=O)c3cccnc3C2Nc2ccc(C)cc2)cc1 (stereo not given)	4%	-7%	?
Cc1nn(Cc2ccc(Cl)cc2)c(C)c1NC(=O)c1noc2c1CCc1ccccc1-2	6%&3%	13µM*	16%
Cc1[nH]c2ccc(C(=O)N3CCN(c4ccccn4)CC3)cc2c1C	.	-10%	5%
CC(C)(C)[C@@H]1C=C(C(=O)Nc2ccccc2)O[C@H](OCc2ccc(CO)cc2)C1	4%	21µM*	?
O=C(Nc1cccc(NC(=O)c2ccccc2Cl)c1)c1ccc(F)cc1	1%	?	-5%
N#CCSc1n[nH]c2nc3c(c(=O)n12)C1(CCCCC1)Cc1ccccc1-3	8%	-23%	-8%
O=C1C2C3C=CC([C@@H]2C(=O)N1C1CCCCC1)[C@H]1C(=O)N(C2CCCCC2)C(=O)C31 (stereo not given in full)	1%	?	8%
CCOc1ccc(N2C(=O)C3ON(C)C(c4ccc([N+](=O)[O-])cc4)C3C2=O)cc1 (stereo not given)	2%	-7%	-4%
O=C1Nc2ccc(Cl)cc2C(=O)C1(F)c1ccccc1 (stereo not given)	5%	?	-4%
NS(=O)(=O)c1ccc(CNC(=O)NC23CC4CC(CC(C4)C2)C3)cc1	10%	-8%	19%
COCc1nnc(NC(=O)c2ccc(S(=O)(=O)N3CCCc4ccccc43)cc2)o1	9%	?	-14%
Cc1ccc(NC(=O)COC(=O)CCc2nc3ccccc3c(=O)[nH]2)c(Br)c1	1%	-9%	4%
Cn1c(C(=O)N2CCCC(C(=O)N3CCN(C(=O)c4ccco4)CC3)C2)cc2sccc21 (stereo not given)	3%	?	8%
CCN(CC)c1ccc(/C=N/NC(=O)CCC(=O)NCc2ccccc2)c(O)c1	8%	5.2µM*	-1%
CCCn1c(=O)[nH]c(=O)c2c(C(=O)OCC)cc(-c3cccs3)nc21	7%	?	?
CC(=O)NC12CC3CC(C1)CC(C(=O)NCC(=O)Nc1c(C)cc(C)cc1C)(C3)C2	1%	10%	.
Cc1ccc(C(=O)O/N=C(\N)c2cccnc2)cc1[N+](=O)[O-]	7%	-3%	2%
CC(C)CNC(=O)C1CCN(c2ccc(S(=O)(=O)N3CCOCC3)cc2[N+](=O)[O-])CC1	2%	?	-1%
O=C(O)CN1C(=O)CSC1=S	.	18%	-11%
CC1CCCC(C)N1C(=O)COC(=O)COc1ccc(C#N)cc1 (stereo not given)	-4%	0%	.
Cc1ccc(NC(=O)C2(N(C(=O)Cn3nnnc3N)c3ccc(C)cc3)CCCCC2)cc1	7%	4%	-3%
COc1cccc(CNc2nc3ccccc3n2C)c1O	.	?	1%
Cn1c(COc2ccc3ccccc3c2)nnc1SCC(N)=O	3%	-12%	7%
COc1ccc(-n2c(=O)c(-c3cccc(Cl)c3)nc3cncnc32)cc1	.	-12%	3%
Cc1cc(=O)oc2cc(OCC(=O)N(C)C3CCS(=O)(=O)C3)c(Cl)cc12 (stereo not given)	1%	3%	-5%
O=C(N/C(=C\c1ccccc1)C(=O)N1CCCCC1)c1ccc(Br)o1	4%	?	-9%
Clc1ccc(CNc2nnnn2-c2ccccc2)c(Cl)c1	0%	?	6%
CN(C)S(=O)(=O)c1cccc(C(=O)Nc2n[nH]c(C(F)(F)F)n2)c1	.	-1%	-11%
c1ccc(C2CC(c3cccs3)Nc3nnnn32)cc1 (stereo not given)	1%	-18%	0%
O=C1CCN(S(=O)(=O)c2ccccc2)CCN1CCOCc1ccc(C(F)(F)F)cc1	.	13µM*	-11%
COc1cccc(NC(=S)Nc2ccc(O)cc2)c1	.	19%	?
O=C(c1cccs1)N1CCN(Cc2cccc([N+](=O)[O-])c2)CC1	-8%	-28%	2%
Cc1cnc(NC(=O)CC2CCCC2)s1	8%	13%	8%
O=C(CCN1C(=O)c2ccccc2S1(=O)=O)Nc1cccc(F)c1	-5%	-15%	2%
CCCn1c(=O)c2sccc2n2c(CCCC(=O)NC3CCC(C)CC3)nnc12 (stereo not given)	0%	-22%	.
Cn1cnnc1Sc1nc([N+](=O)[O-])nn1C	0%	6%	-2%
CCc1ccc(/C=C2\Oc3c(ccc(O)c3CN3CCN(CCO)CC3)C2=O)cc1	.	12%	-25%
COc1cccc2c(=O)ccoc12	-9%	6%	26%
COC(=O)Cc1[nH]n(-c2ccccc2)c(=O)c1C(C)=Nc1ccccc1	-5%	-26%	-8%
O=C(Nc1ccc(Br)cc1)Nc1ccccc1F	3%	15µM*	2%
COc1ccc(-c2nn(-c3ccccc3)cc2CN(C)CCn2ccnc2C)c(F)c1	.	?	-8%
Cc1ccc(OCCSc2nnc(-c3cccs3)o2)cc1Cl	?	-4%	.
CCCC(C)NC(=O)Cc1ccc(S(=O)(=O)N2CCOCC2)s1 (stereo not given)	0%	-1%	.
O=C(NCCCn1ccnc1)/C(=C/c1ccc(Cl)cc1)NC(=O)c1ccccc1	5%[0.0935 µM]	10%	-16%
Cc1ccc(-c2nc(S(=O)(=O)c3ccc(Cl)cc3)c(N3CCCCC3)o2)cc1	2%[12.3 µM]	?	.
CC1CCN(C(=S)c2cn(Cc3ccc(F)cc3)c3ccccc23)CC1	8%	23µM*	15%
COc1cc(NC(=O)CSc2nnnn2C2CCCC2)cc(OC)c1	.	1%	3%
CC(=O)N1N=C(c2ccc(C)o2)CC1c1cccc(F)c1 (stereo not given)	1%	-30%	-2%
O=C(CSc1ccc(-c2cccnc2)nn1)Nc1ccc(F)c(F)c1	0%	?	30%
CN(C)N1C(N)=C(C#N)C(c2ccsc2)C2=C1CC(C)(C)CC2=O (stereo not given)	-3%	-19%	3%
NC(=O)NC(=O)CSc1ccccc1	2%	-3%	-11%
Cc1c(CC(=O)O)c(=O)oc2cc(OCc3ccc(Cl)cc3)ccc12	.	-6%	16%
